ssDAF-12 act – activators of S. stercoralis DAF-12 nuclear receptor; HEK293 ssDAF-12/GRIP1 lit1-tk-luc reporter, luminescence; % of 3 µM dafachronic acid response; AID 652126; 1% of 370,000 active; activation, % at 6.8 µM;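 active = activation above the mean over all tested compounds plus 3 SD, cut at about 0.9% in these data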;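 also: 0% = DMSO-only wells and 100% = 3 µM delta7-dafachronic acid wells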
GAA850 FXN act – frataxin GAA850 promoter activation | 0.56% of 360,000 active | activation, % at 6 µM | AID 540364 | HEK293 lucGAA850 FXN promoter luciferase reporter, 24 h; percent of 10 µM SAHA response;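 active = activation above the average of all compounds screened plus 3 SD, cutoff fixed separately per campaign, cut at about 7.5% in these data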;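 also: 0% = DMSO wells and 100% = 10 µM SAHA wells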
DAX1 inh-1 – DAX1 (NR0B1) inhibition, primary screen | inhibition, % at 6.8 µM | HEK293T StAR-luciferase reporter, SF-1/DAX-1 repression relief | 1.1% of 370,000 active | AID 652010;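 active = inhibition above the mean over all tested compounds plus 3 SD, cut at about 3.6% in these data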;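 also: 0% = DAX-1 cells with DMSO and 100% = cells lacking DAX-1 with DMSO; higher inhibition means more luminescence from relief of DAX-1 repression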
HGIII-sPLA2 inh – Inhibits HGIII-sPLA2 liposome hydrolysis, primary screen. Q9NZ20. QFRET BODIPY PC-A2 liposome hydrolysis, fluorescence. inhibition, % at 12.2 µM. 0.56% of 370,000 active;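 active = inhibition above mean plus 3 SD of compounds lying within the high and low control bounds, cut at about 19% in these data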;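 also: 0% = median of test compound wells and 100% = no enzyme DMSO wells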
PG9 Ab binder – small molecules binding HIV-1 gp120 antibody PG9. TR-FRET gp120-PG9 antibody binding. 0.43% of 360,000 active. inhibition, % at 6.7 µM. AID 624416; in the data active = inhibition above about 8.5%
DAX1 inh-2 – inhibitors of human orphan nuclear receptor DAX1 (NR0B1). P51843. HEK293 Gal4-DAX1 luciferase reporter, luminescence. inhibition, % at 6.75 µM. 0.99% of 340,000 active. AID 504766;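 active = inhibition above the mean over all tested compounds plus 3 SD, cut at about 4.2% in these data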;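 also: 0% = DAX1-transfected cells with DMSO and 100% = empty-vector control cells with DMSO; inhibition shows as a rise in luminescence from relieved DAX1 repression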
Target sequence (P51843 207-470 limits assumed): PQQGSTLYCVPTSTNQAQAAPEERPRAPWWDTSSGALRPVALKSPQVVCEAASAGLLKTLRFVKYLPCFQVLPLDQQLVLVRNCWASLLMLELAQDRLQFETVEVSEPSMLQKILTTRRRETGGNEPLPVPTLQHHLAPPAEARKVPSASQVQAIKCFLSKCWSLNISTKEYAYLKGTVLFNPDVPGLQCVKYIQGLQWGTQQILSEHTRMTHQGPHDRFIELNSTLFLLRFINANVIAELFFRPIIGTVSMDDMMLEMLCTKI
Rev-erbA mod – modulates human Rev-erb alpha binding to DNA; P20393; 0.79% of 370,000 active; Rev-erbα–FITC-DNA binding, fluorescence polarization, 90 min; activity, % at 10 µM;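 active = activity above about 14%, limit read from the data; passing the limit was not always enough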;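 also: 0% = DMSO wells with 35 nM protein and 100% = DMSO wells with 750 nM protein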
Target sequence (P20393 whole entry, looked up): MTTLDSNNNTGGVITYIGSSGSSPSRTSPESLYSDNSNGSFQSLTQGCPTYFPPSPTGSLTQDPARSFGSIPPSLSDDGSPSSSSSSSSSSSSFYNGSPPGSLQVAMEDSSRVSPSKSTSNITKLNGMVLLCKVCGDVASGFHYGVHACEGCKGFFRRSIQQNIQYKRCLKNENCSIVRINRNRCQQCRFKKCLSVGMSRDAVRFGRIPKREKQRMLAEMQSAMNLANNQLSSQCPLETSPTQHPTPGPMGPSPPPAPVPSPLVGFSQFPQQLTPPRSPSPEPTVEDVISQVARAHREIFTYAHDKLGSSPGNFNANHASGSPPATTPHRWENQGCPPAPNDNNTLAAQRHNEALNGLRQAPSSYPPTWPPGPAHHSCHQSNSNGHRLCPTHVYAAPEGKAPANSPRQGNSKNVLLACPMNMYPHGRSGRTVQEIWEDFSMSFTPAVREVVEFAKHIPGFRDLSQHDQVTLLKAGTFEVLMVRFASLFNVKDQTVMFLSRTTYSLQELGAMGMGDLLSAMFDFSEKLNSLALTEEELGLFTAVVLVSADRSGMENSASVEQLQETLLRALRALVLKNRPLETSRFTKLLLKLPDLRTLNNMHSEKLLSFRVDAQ
hcDAF-12 act – activates DAF-12 receptor from parasite H. contortus; AID 652067; 1.4% of 370,000 active; activation, % at 6.8 µM; HEK293 hcDAF-12 lit1-tk-luc reporter, luminescence; 0% DMSO, 100% Δ7-dafachronic acid;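 active = activation above the mean of all tested compounds plus 3 SD, cut at about 5.5% in these data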;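 also: 100% = response to 3 µM Δ7-dafachronic acid high control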
PLC-beta3 inh – blocks human PLC-beta3 enzyme activity | 0.18% of 370,000 active | inhibition, % at 12.2 µM | AID 720704 | Q01970 | Purified PLC-beta3, fluorogenic substrate, fluorescence; in the data active = inhibition above about 11%;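 also: 0% = median of compound wells on plate and 100% = full blocker control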
hgDAF12 agonist – activates the H. glycines DAF-12 receptor ligand-binding domain; HEK293 GAL4-hgDAF12 UAS-luciferase reporter, agonist luminescence; normalized to butyrate control; activation, % at 6.8 µM; 1.8% of 370,000 active; AID 687014;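 active = activation above a cutoff set at the mean of all screened compounds plus 3 SD, cut at about 10% in these data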;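 also: 0% = DMSO wells and 100% = sodium butyrate wells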
SMARCA2 act – increases SMARCA2 function in MMTV reporter cells | MG213 cells, MMTV-luciferase reporter, dexamethasone, overnight | activation, % at 9.1 µM | 1% of 370,000 active | AID 652017; in the data active = activation above about 7.8%;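 also: 0% = vehicle wells and 100% = reference activator wells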
* hit, by the source's call; / = no result given.

SMILES | ssDAF-12 act | GAA850 FXN act | DAX1 inh-1 | HGIII-sPLA2 inh | PG9 Ab binder | DAX1 inh-2 | Rev-erbA mod | hcDAF-12 act | PLC-beta3 inh | hgDAF12 agonist | SMARCA2 act
COC(=O)c1c(C)[nH]c(C(=O)CN2CCOCC2)c1C | -0.7 | 1.8 | -0.1 | 4 | 1.5 | -0.2 | -1 | 0.2 | 1 | -0.9 | 2
COc1ccc(/C=N/NC(=O)Nc2cccc3nsnc23)c(OC)c1 | -1.3 | 0.6 | 0.4 | 2 | -0.7 | 1.3 | 68* | -1.0 | -15 | -0.4 | 0
CCOC(=O)c1oc2ccccc2c1CN1CCCCC1 | -0.7 | 0.8 | 0.8 | -3 | -1.9 | 1.5 | 6 | 0.0 | -3 | 2.5 | -3
CCOC(=O)c1c(C)nc(SC)c(C#N)c1-c1ccccc1 | -1.1 | 0.9 | 0.4 | 10 | 1.5 | -1.7 | 3 | 1.4 | -7 | 3.2 | -2
Nc1ncnc2c1ncn2[C@@H]1O[C@H](CNC(=O)[C@@H](N)Cc2ccc(C(=O)c3ccccc3)cc2)[C@@H](O)[C@H]1O | -0.8 | / | -0.2 | 14 | 0.1 | / | 1 | 0.3 | 6 | -1.2 | -2
CS(=O)(=O)N(CC(N)=O)Cc1ccc(Cl)cc1 | -1.4 | -0.2 | 0.4 | 14 | -0.8 | 0.6 | -4 | 0.2 | 3 | 1.6 | -1
COc1ccc(Nc2nc(NCCO)nc(OC)n2)cc1 | -1.5 | 1.0 | 0.6 | 3 | -1.8 | 0.1 | -7 | -0.8 | 3 | 2.5 | 4
Cc1csc(N/N=C/c2ccc([N+](=O)[O-])cc2)n1 | -1.1 | 3.4 | 0.2 | 8 | -2.5 | 2.7 | 2 | 1.6 | -8 | 9.8 | 1
COc1ccc(/C(C)=N/Nc2nc(C)c(C(C)=O)s2)cc1 | -1.4 | 2.8 | -0.6 | 1 | -1.7 | 0.4 | 0 | -2.5 | -143 | 0.8 | 1
Cc1ccccc1Nc1c(F)c(F)c(F)c(F)c1C(=O)O | -0.8 | 0.9 | 0.1 | -4 | -0.5 | -0.1 | -3 | -1.3 | -2 | 1.6 | 0
O=C(c1nn(-c2ccccc2)c(=O)c2ccccc12)N1CCN(c2ncccn2)CC1 | -1.2 | 1.7 | -0.5 | -1 | -2.4 | -0.7 | -1 | -1.5 | 0 | -3.9 | -2
Nc1ccc(NC(=O)c2ccco2)c(Cl)c1 | -1.0 | -0.5 | 0.5 | 2 | -0.3 | 0.6 | 2 | -0.5 | -2 | 5.0 | 2
Cc1ccc(CSCC(=O)N(C)CC(=O)Nc2ccccc2Cl)cc1 | -0.6 | 0.9 | 0.9 | -5 | -3.5 | -0.5 | 0 | -2.8 | -6 | -1.4 | 3
CCC(C)N(C(=O)COC(=O)CSc1ccc(C)c(C)c1)C1CCS(=O)(=O)C1 (stereo not drawn) | -1.1 | 2.9 | -0.2 | -7 | 0.1 | 0.0 | 4 | -0.5 | -6 | 0.3 | -2
O=C(COc1cccc2cccnc12)N1CCc2ccccc21 | -0.6 | 3.0 | 0.1 | -2 | -0.9 | -0.3 | 4 | 0.9 | 1 | 7.2 | 3
CCC(=O)NC1=C(Nc2ccc(N)cc2)C(=O)c2ccccc2C1=O | 0.8 | 7.5 | 1.8 | 11 | -35 | 2.6 | -5 | 7.9* | 3 | 13* | 9.0*
Cc1ccc(-c2nc(C3CCCN(S(=O)(=O)c4ccc(Br)s4)C3)no2)cc1 (stereo not drawn) | -1.5 | / | 0.6 | 7 | / | / | 8 | -1.7 | -3 | 2.0 | -5
Cc1cn(CC(=O)NCC(C)c2ccccc2)c(=O)[nH]c1=O (stereo not drawn) | -1.2 | -0.8 | 1.3 | 2 | -1.1 | 2.3 | -4 | -0.9 | 3 | 1.2 | -2
CCC(C)(C)NC(=O)c1cc(C(=O)OC)cc([N+](=O)[O-])c1 | -1.3 | -1.8 | -0.6 | 12 | -1.6 | 0.2 | -1 | -2.0 | 2 | -3.8 | -3
COc1ccc(NC(=O)Cn2nc(C(=O)O)c3ccccc3c2=O)cc1S(=O)(=O)N1CCCCC1 | -0.8 | 2.5 | -0.3 | -2 | 2.1 | 0.4 | -4 | -1.1 | 6 | 0.8 | -5
Cc1cc(SCC#N)nc2ccccc12 | -1.9 | -0.1 | -0.1 | 0 | 0.0 | 0.0 | -3 | 0.0 | -3 | -2.7 | -2
COc1ccc(Cl)cc1NC(=O)CSc1cccc[n+]1[O-] | -0.5 | 0.0 | 1.0 | 2 | 0.8 | -0.9 | -8 | 2.0 | 7 | 1.7 | 1
CC1CCN(c2nnc(NC(=O)Cn3c(=O)oc4ccccc43)s2)CC1 | -0.9 | 15* | 0.5 | 2 | 1.2 | -0.3 | -4 | 0.2 | 0 | 2.2 | 1
NC(=S)N/N=C/c1ccccc1OC(=O)c1cc2ccccc2oc1=O | -1.3 | 1.2 | -0.1 | 13 | -2.2 | 0.4 | 4 | 0.6 | -163 | 5.2 | -1
O=C(C(=O)N1CCc2ccccc2C1)c1cn(CC(=O)N2CCCC2)c2ccccc12 | -0.6 | -0.6 | -0.3 | -19 | -1.7 | 1.0 | -1 | 2.6 | -1 | -0.2 | 0

An excerpt from above in order of the ssDAF-12 act value, smallest number first:
SMILES	ssDAF-12 act
COc1ccc(/C(C)=N/Nc2nc(C)c(C(C)=O)s2)cc1	-1.4
Cc1csc(N/N=C/c2ccc([N+](=O)[O-])cc2)n1	-1.1
Cc1ccccc1Nc1c(F)c(F)c(F)c(F)c1C(=O)O	-0.8

The results go on.
SMILES | ssDAF-12 act | GAA850 FXN act | DAX1 inh-1 | HGIII-sPLA2 inh | PG9 Ab binder | DAX1 inh-2 | Rev-erbA mod | hcDAF-12 act | PLC-beta3 inh | hgDAF12 agonist | SMARCA2 act
Cc1ccc(SCCC(=O)NCCSCc2ccccc2C)cc1 | -0.9 | -1.6 | 0.1 | -27 | -0.7 | 0.8 | 0 | -0.8 | -4 | 1.6 | 0
CCn1c(SCC(=O)NCC2CCCO2)nc2c(c1=O)SCC2 (stereo not drawn) | -1.2 | 1.0 | -0.3 | -1 | -0.2 | 0.9 | 0 | -0.7 | -5 | -1.9 | -1
CC(C)(C)CC(=O)Nc1ccccc1N1CCN(c2ccccc2)CC1 | -0.6 | 5.2 | 0.6 | 6 | -2.3 | -2.4 | -4 | -0.7 | 1 | -1.5 | 0
CC(=O)N1c2ccc(S(=O)(=O)NCc3ccco3)cc2CC1C (stereo not drawn) | -1.2 | 0.2 | -0.1 | 1 | -0.6 | -0.8 | 0 | -1.0 | -96 | -0.9 | -3
CC(NC(=O)NC1CCCCC1)C(c1cccs1)N1CCN(C)CC1 (stereo not drawn) | -0.3 | -1.2 | -0.8 | 0 | -0.1 | 0.4 | -6 | -1.1 | 1 | -0.3 | 0
COc1cc(C(=O)Nc2ccc3c(c2)Cc2ccccc2-3)cc(OC)c1OC | -1.6 | -5.5 | -0.3 | -5 | 1.3 | -0.6 | 1 | 0.3 | 0 | -3.6 | -2
Cc1c(C(=O)NCc2ccccc2)oc2ccc(S(=O)(=O)N3CCCC3)cc12 | -1.1 | 1.7 | -1.5 | -7 | -1.2 | 2.7 | -6 | -2.4 | 3 | 1.6 | 0
CCc1cc2c(SCC(=O)c3ccccc3)ncnc2s1 | -1.1 | 2.3 | -0.3 | -34 | 0.8 | -0.6 | 2 | -1.0 | 4 | 5.2 | 5
Nc1c(S(=O)(=O)c2ccccc2)cnc2c(-c3ccc(F)cc3)cnn12 | -0.6 | 2.0 | 0.1 | 6 | 3.3 | 1.3 | 7 | 1.6 | 1 | 2.8 | 4
C(/C=C\c1ccco1)=NN1CCN(Cc2cccc3ccccc23)CC1 | -1.9 | / | -0.5 | 10 | / | / | -1 | -0.5 | -2 | -4.3 | -4
COc1ccc(CC(=O)N(C)Cc2ccc(C(C)(C)C)cc2)cc1S(=O)(=O)N1CCOCC1 | -1.2 | -1.1 | -2.9 | -12 | 0.6 | -0.3 | 1 | -1.5 | 0 | -2.7 | -2
Cc1ccc(S(=O)(=O)N2C[C@H]3[C@H]4C(=O)N(c5ccccc5)C(=O)[C@H]4CC(=O)[C@H]3[C@@H]2c2ccc(Cl)cc2)cc1 | -1.4 | / | -0.1 | -27 | 0.1 | / | 0 | -0.4 | -4 | 0.2 | -1
CC(C)(C)Cc1c(-c2ccc(Br)cc2)nc2ccc(Cl)cn12 | -0.3 | -0.9 | -0.3 | 6 | 0.1 | -0.5 | 4 | -1.9 | 2 | -1.5 | -4
COCCn1c(SCC(=O)N2CCCCC2)nc2c(c1=O)SCC2 | -1.4 | 0.9 | -0.8 | 3 | -1.0 | 0.5 | 2 | 0.5 | -1 | -1.9 | 0
COCCN(C(=O)CC1CCCC1)c1c(N)n(CC(C)C)c(=O)[nH]c1=O | -1.4 | -1.4 | 1.9 | 11 | -1.4 | 0.7 | -2 | -1.3 | -4 | -1.6 | -2
Cc1ccc2cccc(CC(=O)NN)c2c1 | -0.6 | -1.7 | 2.0 | -2 | -0.3 | 0.8 | 0 | 0.7 | -1 | -2.4 | -1
CCN(CC)C(=O)CSc1nc2c(sc(=S)n2Cc2ccco2)c(=O)n1-c1ccccc1 | -1.9 | 0.4 | -0.8 | -2 | 2.8 | -1.4 | -4 | -2.0 | 3 | -1.9 | -1
O=C(NNS(=O)(=O)c1ccccc1)c1cccc(F)c1 | -1.3 | 0.9 | 0.1 | 9 | 0.1 | 2.5 | -1 | -2.2 | -4 | 0.5 | -2
COC(=O)c1cccc(NC(=S)NCc2ccco2)c1 | -1.8 | -0.3 | -1.2 | 4 | -3.0 | -0.6 | -2 | -3.0 | 3 | -0.9 | -2
CCc1nc2ccc(C(=O)Nc3ccc(Cl)c(Cl)c3)cn2c1N(C)Cc1ccc(OC)cc1 | -0.2 | -0.1 | 0.4 | -13 | 0.2 | / | -3 | 0.7 | -18 | 12* | 1
CC(=O)Nc1c(F)cc(Br)cc1F | -1.8 | -1.7 | 0.2 | 11 | 0.2 | 1.1 | -2 | 0.1 | -3 | -1.2 | -3
O=C1c2cccc(Cl)c2C(=O)N1c1ccccn1 | -0.8 | 2.0 | -0.3 | 6 | -1.4 | / | 5 | -0.5 | -7 | 1.6 | -2
Cc1ccc(N(C)C(=O)c2ccc3c(Cl)c4c(nc3c2)CCC4)cc1C | -0.3 | -3.0 | -0.9 | -24 | 0.8 | 1.6 | 2 | -0.9 | -1 | 4.8 | -2
CCOc1ccc(CCNC(=O)C2CCN(S(=O)(=O)N3CCC(C)CC3)CC2)cc1OCC | -0.6 | 2.6 | 1.0 | 5 | -0.3 | 1.4 | -5 | 1.1 | 2 | 2.8 | -4
N#Cc1nn(-c2ccccc2)nc1N1CCCCC1 | -1.1 | 3.6 | -0.5 | -2 | -3.1 | 1.6 | -6 | 0.2 | -55 | 0.5 | 2
Nn1c(SCC(=O)NC(=O)NCc2ccco2)nnc1-c1ccc(OC(F)F)cc1 | -0.9 | 0.6 | 0.7 | -11 | 1.3 | -0.6 | -11 | -0.5 | -3 | 2.7 | -1
O=C(NCc1cccs1)Nc1ccc(Cl)cc1 | -0.8 | -0.6 | 0.9 | -4 | 2.0 | 0.3 | -5 | 0.8 | -2 | 3.0 | 2

Screens as filed in PubChem BioAssay.
